# Bioassay records: PubChem, Broad Institute
# Statin myotox sup = suppressors of simvastatin-induced myotoxicity in C2C12 myotubes | rescue of ATP level, % at 7.49 µM | ATP luminescence, 48 h; scaled: DMSO 0, geranylgeraniol control 100 | 330,000 tested, 0.78% active | AID 602340;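 active = mean ATP rescue above about 67%, or every replicate alone reaching that limit, limit read from the data, passing the limit was not always enough; inconclusive = no clear call, values can overlap the other calls; inactive = mean under the limit and some replicate under it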;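 also: myotubes were challenged with 10 µM simvastatin during compound exposure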
# CASP6 VEID inh = inhibitors of human caspase-6 | P55212 | purified caspase-6, Z-VEID-R110 cleavage fluorescence | inhibition, % at 12.5 µM | 350,000 tested, 0.53% active;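 active = mean inhibition across replicates at least about 35%, with every replicate also reaching that limit, limit read from the data; inconclusive = only one of the two criteria met; inactive = neither criterion met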;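 also: 0% = median of neutral control wells and 100% = no fluorescence left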
# Target sequence (P55212 24-179 limits assumed): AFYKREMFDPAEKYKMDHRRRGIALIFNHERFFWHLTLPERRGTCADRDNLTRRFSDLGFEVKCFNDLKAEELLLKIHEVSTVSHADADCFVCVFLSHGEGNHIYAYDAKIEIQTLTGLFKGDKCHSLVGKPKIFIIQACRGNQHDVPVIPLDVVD
# Target sequence (P55212 194-293 limits assumed): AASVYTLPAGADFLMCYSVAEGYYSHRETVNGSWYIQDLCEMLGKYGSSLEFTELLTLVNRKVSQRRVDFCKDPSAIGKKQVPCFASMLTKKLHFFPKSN
# S100A4 inh HTS = S100A4-myosin IIA interaction inhibition | P26447 | S100A4/TAMRA-MyoIIA peptide fluorescence polarization | inhibition, % at 10.7 µM | 360,000 tested, 0.14% active;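 active = mean inhibition of at least 70% across replicates, with every replicate also reaching that level; inconclusive = mean inhibition reaches 70% but some replicates fall short; inactive = mean inhibition below 70%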
# Target sequence (P26447 whole entry, looked up): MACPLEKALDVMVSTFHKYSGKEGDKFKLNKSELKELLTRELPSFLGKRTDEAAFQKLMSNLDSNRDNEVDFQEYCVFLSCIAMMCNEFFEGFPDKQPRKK
#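 Compound dosing: one dose per compound; test system: human S100A4 monomer with TAMRA-labelled myosin IIA peptide; probe or stimulus: TAMRA-labelled myosin IIA heavy-chain peptide probe, 5 nM; medium: HEPES buffer with Ca2+, pH 7.2; schedule: 5 min incubation before reading; benchmarks: neutral control DMSO, positive control TFP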
# LGR2 inh = Drosophila LGR2 receptor signaling inhibition | HEK293 LGR2, CRE-luciferase, bursicon-stimulated, 4 h | inhibition, % at 9.99 µM | 380,000 tested, 0.35% active;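 active = drop in luminescence signal, shown as inhibition above about 50% in the replicate tests, limit read from the data, passing the limit was not always enough; inconclusive = probably only some replicates passing the limit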;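 also: agonist challenge used bursicon conditioned medium at about half maximal strength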
# SIRT5 block = sirtuin-5 (human) deacylase inhibition; 330,000 tested, 1.1% active; Purified SirT5, succinyl-peptide AMC, trypsin-coupled fluorescence; Q9NXA8; inhibition, % at 15 µM; in the data active = inhibition above about 15%; inconclusive = no clear call, values can overlap the other calls
# Target sequence (Q9NXA8 whole entry, looked up): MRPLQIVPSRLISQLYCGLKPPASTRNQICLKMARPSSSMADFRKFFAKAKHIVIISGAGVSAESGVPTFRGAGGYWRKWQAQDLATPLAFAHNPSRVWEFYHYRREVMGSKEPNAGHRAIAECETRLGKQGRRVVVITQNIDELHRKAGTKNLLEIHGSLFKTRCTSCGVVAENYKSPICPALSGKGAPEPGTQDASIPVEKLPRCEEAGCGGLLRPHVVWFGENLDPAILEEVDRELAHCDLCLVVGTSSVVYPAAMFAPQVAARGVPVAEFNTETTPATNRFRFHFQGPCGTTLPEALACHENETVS
# FN deposition inh = fibronectin deposition inhibition | AH1F fibroblasts, Alexa488-fibronectin deposition fluorescence, overnight | inhibition, % at 12.6 µM | 350,000 tested, 0.086% active;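 active = mean inhibition across replicates of 30% or more, regardless of how many single replicates reach that level; inconclusive = mean under 30% yet at least half of replicates reach 30%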;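 also: positive control wells lacked labelled fibronectin entirely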
#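 Material: AH1F fibroblast monolayer depositing Alexa488-labelled fibronectin into matrix | Input: 10000 AH1F cells/well | Medium: DMEM plus 2% serum, read in PBS | Reagent: Alexa488-fibronectin, 24 nM final in well | Compound dosing: One dose per compound, pinned | Schedule: 1 h adhesion, overnight exposure | Measured by: Fluorescence at 485 nm excitation, 525 nm emission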
# esBAF inh = blocks esBAF chromatin remodeling in mouse ES cells; AID 602393; 350,000 tested, 2% active; Bmi1-luciferase knock-in reporter, 24 h; 100% = twice the neutral-well signal; reporter increase, % at 12.5 µM; in the data active = activation above about 40%; inconclusive = no clear call, values can overlap the other calls;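 also: 0% = median of the plate's neutral control wells and 100% = double that signal; a rise in the Bmi1 reporter signal indicates esBAF inhibition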
# Starred values were filed as active, the others as inactive; ? = inconclusive; . = not tested or not shown; & = joins results of further samples.
No. | SMILES | Statin myotox sup | CASP6 VEID inh | S100A4 inh HTS | LGR2 inh | SIRT5 block | FN deposition inh | esBAF inh
1 | Cn1c(SCC(=O)Nc2cc(S(=O)(=O)N3CCOCC3)ccc2N2CCOCC2)nnc1-c1ccncc1 | . | 0 | -3 | 0 | -1 | 13 | .
2 | O=C1/C(=C\c2ccncc2)CCc2ccccc21 | -4 | 4 | -5 | 21 | 2 | 5 | -2
3 | Cc1ccc(NC(=O)CSc2nnc(CNC(=O)c3ccco3)n2C)cc1C | . | -2 | -1 | 2 | 1 | 4 | .
4 | COCC(=O)Nc1ccc2c(c1)C(=O)N(C)[C@H]1CC[C@@H](CC(=O)Nc3cn(C)nc3C)O[C@H]1CO2 | -4 | . | . | -12 | . | 2 | 1
5 | CCCNC(=O)N1C[C@@H]2[C@H](c3ccccc31)[C@@H](CO)N2C(=O)Cc1ccccn1 | -10 | 3 | 1 | 14 | -6 | . | -3
6 | CC1CCC2(CC1)NC(=O)N(Cc1nnc(-c3cccs3)o1)C2=O (stereo not drawn) | . | -4 | -3 | -5 | -2 | 15 | .
7 | CC(SCC(=O)Nc1ccccc1)c1nc2ccccc2c(=O)[nH]1 (stereo not drawn) | . | -2 | 2 | 10 | -3 | -5 | .
8 | C[C@@H]1CN([C@H](C)CO)C(=O)c2cc(NC(=O)NC3CCCCC3)ccc2O[C@@H](C)CCCCO[C@H]1CN(C)S(=O)(=O)c1ccc(F)cc1 | . | 3 | 10 | -8 | -1 | 12 | 0
9 | C[C@@H]1CN([C@@H](C)CO)C(=O)c2cccc(N(C)C)c2O[C@@H]1CN(C)Cc1ccc(Oc2ccccc2)cc1 | ? | 2 | 0 | -26 | . | -2 | 2
10 | COC(OC)C1(C)C(C#N)=C(N)Oc2c1c(=O)oc1ccccc21 (stereo not drawn) | 2 | 1 | -3 | -10 | 2 | 10 | 5
11 | COc1ccc(CC(CC(=O)O)C(=O)Nc2ccc(OC)cc2)cc1 (stereo not drawn) | 11 | . | . | . | . | -5 | 1
12 | Nc1nc(N)c(N=O)c(OCC2CCCCC2)n1 | 14 | -9 | 2 | -21 | -1 | 14 | 42*
13 | O=C(NCc1ccccc1)C(c1ccccc1)n1c(=O)c(-c2ccco2)nc2ccccc21 (stereo not drawn) | . | 5 | -11 | 0 | -7 | 0 | .
14 | COc1ccc(CCC(=O)OCC(=O)c2ccc(C)cc2)cc1 | 5 | . | . | -2 | . | 1 | -8
15 | COCc1[nH]nc2c1C(c1ccccc1F)C(C#N)=C(N)O2 (stereo not drawn) | 5 | . | . | . | . | 9 | 2
16 | C#CCNC(=O)C1=C[C@@H](c2cn(C(C)=O)c3ccccc23)C[C@@H](OCCCCO)O1 | 3 | 0&3 | -3&4 | -8 | 5 | 1 | 6
17 | O=C(N/N=C/C=C\c1cccc([N+](=O)[O-])c1)c1cccnc1 | -9 | 2 | 0 | 9 | -4 | 0 | 3
18 | Cc1ccnc2nc(C(=O)Nc3nnc(-c4ccccc4)o3)nn12 | 2 | 1 | -2 | 2 | -2 | . | 5
19 | Cc1ccc(CNC(=O)CCS(=O)(=O)c2ccc3c(c2)oc(=O)n3C)cc1 | 15 | 1 | 2 | 8 | -2 | 9 | 9
20 | COc1cccc(S(=O)(=O)N2CCCCN3[C@H](C2)[C@@H](c2ccc(C4=CCCCC4)cc2)[C@@H]3CO)c1 | -9 | -5 | -14 | -10 | 9 | . | -5

# Four entries drawn at random from the list so far:
No. | SMILES | Statin myotox sup | CASP6 VEID inh | S100A4 inh HTS | LGR2 inh | SIRT5 block | FN deposition inh | esBAF inh
16 | C#CCNC(=O)C1=C[C@@H](c2cn(C(C)=O)c3ccccc23)C[C@@H](OCCCCO)O1 | 3 | 0&3 | -3&4 | -8 | 5 | 1 | 6
20 | COc1cccc(S(=O)(=O)N2CCCCN3[C@H](C2)[C@@H](c2ccc(C4=CCCCC4)cc2)[C@@H]3CO)c1 | -9 | -5 | -14 | -10 | 9 | . | -5
19 | Cc1ccc(CNC(=O)CCS(=O)(=O)c2ccc3c(c2)oc(=O)n3C)cc1 | 15 | 1 | 2 | 8 | -2 | 9 | 9
14 | COc1ccc(CCC(=O)OCC(=O)c2ccc(C)cc2)cc1 | 5 | . | . | -2 | . | 1 | -8

# Further results
No. | SMILES | Statin myotox sup | CASP6 VEID inh | S100A4 inh HTS | LGR2 inh | SIRT5 block | FN deposition inh | esBAF inh
21 | C[C@@H]1CCCCO[C@@H](CN(C)C(=O)Nc2ccccc2)[C@H](C)CN([C@H](C)CO)C(=O)c2cc(NC(=O)c3ccncc3)ccc2O1 | . | 0 | -2 | -42 | 3 | -15 | 7
22 | COc1ccc(C(=O)CN2CCN(c3ccc(F)cc3)CC2)cc1 | -1 | 0 | -5 | -19 | 8 | -9 | -7
23 | O=C(Cc1cccnc1)N1CC(=O)N2[C@H](C1)[C@H](c1ccc(C3=CCCC3)cc1)[C@@H]2CO | . | 2 | 6 | 0 | 1 | 6 | .
24 | Cc1cc(SCC(=O)Nc2cccc(S(N)(=O)=O)c2)c(C)cc1Br | . | 6 | 1 | -4 | 1 | 3 | .
25 | O=C(OCC(=O)N1CCc2ccccc21)c1ccccc1F | -5 | 0 | 0 | -123 | 4 | 0 | 3
26 | O=C(Nc1ccccc1Cc1ccccc1)c1oc2ccccc2c1COc1ccccc1 | . | -4 | 2 | . | -5 | -12 | .
27 | COCCNC(=O)c1cc(-c2cccs2)on1 | -45 | -1 | 0 | -101 | . | -6 | 26
28 | CCCNC(=O)COC(=O)c1ccccc1OCC(=O)Nc1ccc(Br)cc1 | . | 7 | -4 | -13 | -10 | 2 | .
29 | Cc1cccc(Nc2nc(N)nc(CN3CCN(C)CC3)n2)c1 | 7 | . | . | . | . | -7 | -4
30 | COc1ccc(N2CC(NC(=O)N(C)CCC#N)CC2=O)cc1 (stereo not drawn) | 6 | -4 | -1 | 4 | 3 | -4 | -3

# One compound at a time, from the list above. Screens in order: Statin myotox sup, CASP6 VEID inh, S100A4 inh HTS, LGR2 inh, SIRT5 block, FN deposition inh, esBAF inh
# Cc1cccc(Nc2nc(N)nc(CN3CCN(C)CC3)n2)c1 as listed: 7, ., ., ., ., -7, -4
# O=C(Nc1ccccc1Cc1ccccc1)c1oc2ccccc2c1COc1ccccc1 as listed: ., -4, 2, ., -5, -12, .
# CCCNC(=O)COC(=O)c1ccccc1OCC(=O)Nc1ccc(Br)cc1 as listed: ., 7, -4, -13, -10, 2, .
# O=C(OCC(=O)N1CCc2ccccc21)c1ccccc1F as listed: -5, 0, 0, -123, 4, 0, 3
# COc1ccc(N2CC(NC(=O)N(C)CCC#N)CC2=O)cc1 (stereo not drawn) as listed: 6, -4, -1, 4, 3, -4, -3

# Continuation.
No. | SMILES | Statin myotox sup | CASP6 VEID inh | S100A4 inh HTS | LGR2 inh | SIRT5 block | FN deposition inh | esBAF inh
31 | c1ccc(CN2CCN(Cc3nnc(-c4ccccc4)o3)CC2)cc1 | . | . | -9 | 17 | 1 | . | .
32 | CCC(C)[C@H](NC(=O)OC(C)(C)C)C(=O)N/N=C/c1cccc2nccnc12 (stereo partly drawn) | -4 | 6 | -3 | -10 | 2 | . | 5
33 | Cc1ccc(NC(=O)COc2ncnc3sccc23)cc1S(=O)(=O)N(C)C | . | . | -6 | 17 | 0 | -4 | .
34 | CCCCCCCCCCCCCCCC(=O)Nc1ccn(C2OC(CO)C(O)C2O)c(=O)n1 (stereo not drawn) | . | -2 | -4 | . | -2 | -6 | .
35 | Cc1ccc(-n2c(SCC(=O)N/N=C/c3ccccc3OCC(=O)O)nc3ccccc3c2=O)cc1 | 6 | 18 | -4 | 2 | 1 | 16 | -1
36 | CCOC(=O)C1CCN(S(=O)(=O)c2csc(C(N)=O)c2)CC1 | 4 | 1 | 2 | 8 | -1 | 1 | 2

# An excerpt; rates above refer to the full screens.
